Bioassay records as filed in PubChem.
Pol eta inh – DNA polymerase eta (human) inhibition. Q9Y253. recombinant Pol eta, fluorescent DNA replication assay. Potency, µM (highest dose often 114 µM), without a hit: at the highest dose activity change, negative = inhibition, actives largely listed as inhibitors. 1.2% of 390,000 active. AID 588591; note: potency is the fitted concentration of half-maximal effect; % is set by controls: 0 for no effect and ±100 for the full control effect
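Fluorescent replication assay: 50 nM final substrate added after a 15 min room-temperature compound preincubation with 10 nM enzyme. Signal taken at 0 min and again at 10 min.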
Anesthetic bind – binds horse apoferritin like a general anesthetic. AID 485281. 0.074% of 350,000 active. apoferritin/1-aminoanthracene competitive binding, fluorescence. Potency, µM (series often up to 77.5 µM), without a hit: top-dose activity change, negative = displacement, usual class: inhibitors; note: potency is the fitted concentration of half-maximal effect; % is set by controls: 0 for no effect and ±100 for the full control effect; nearly all actives have a fitted effect of over 20% in size
Target sequence (P02791 2-175 limits assumed): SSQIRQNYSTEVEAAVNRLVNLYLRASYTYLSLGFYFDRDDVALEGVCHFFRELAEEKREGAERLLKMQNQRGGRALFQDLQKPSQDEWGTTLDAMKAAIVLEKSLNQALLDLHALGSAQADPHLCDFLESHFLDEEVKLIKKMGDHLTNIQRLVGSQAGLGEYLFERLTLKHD
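Horse-spleen apoferritin (10 uM) was mixed with 50% saturated 1-aminoanthracene in PBS, exposed to compounds for 10 min at room temperature, and read for fluorescence (ex 380 nm, em 535 nm). Competitive displacement was fitted with a four-parameter Hill equation.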
Glioma ERSR ind – ER stress response induction in glioma; U87-MG GRP78 promoter luciferase reporter, 16 h; Potency, µM, for inactives: at the highest dose activation, most hits filed as activators; 0.02% of 420,000 active; note: potency is the fitted concentration of half-maximal effect; series mostly up to about 76 µM; % of control where 0% means no effect; nearly all actives have a fitted effect of over 35% in size
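Stably transfected U87-MG glioma cells carrying a GRP78-based luciferase sensor; 16 h compound incubation. Luminescence end-point read 10 min after Bright-Glo addition at room temperature.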
POLI inh – inhibitors of human DNA polymerase iota. Q9UNA4. Pol iota fluorescent replication assay, 10 min. Potency, µM (titrated, usually from 115 µM), for the others: at the highest dose activity, negative = inhibition, actives largely listed as inhibitors. 1% of 390,000 active. AID 588590; note: potency is the fitted concentration of half-maximal effect
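Fluorescent replication assay read twice, at 0 min and 10 min after adding 50 nM (final) substrate. Enzyme (10 nM) and compounds were first incubated 15 min at room temperature; enzyme-free buffer wells were negative controls.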
Pol beta inh – DNA polymerase beta (human) inhibition; 1.3% of 340,000 active; AID 485314; P06746; Potency, µM (highest dose often 114 µM), for the others: top-dose activity change, negative = inhibition, hits mostly inhibitors; Pol beta primer extension/strand displacement, fluorescence kinetic; note: potency is the fitted concentration of half-maximal effect; % is set by controls: 0 for no effect and ±100 for the full control effect
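10 nM enzyme + cpd, 15 min RT; start with substrate 50 nM final; read 0 min and after 10 min RT. Corrected, normalized data; 4-parameter Hill curve fit.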
POLK inh – inhibitors of human DNA polymerase kappa; Q9UBT6; purified Pol kappa, fluorescent DNA synthesis assay, 10 min; Potency, µM (top dose mostly 107 µM), without a hit: top-dose activity, negative = inhibition, most hits filed as inhibitors; 0.53% of 400,000 active; AID 588579; note: potency is the fitted concentration of half-maximal effect; % is set by controls: 0 for no effect and ±100 for the full control effect
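50 nM final substrate added after 15 min RT preincubation of 10 nM Pol kappa with compound; fluorescence read at 0 and 10 min.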
APEX1 inh – APE1 (human) endonuclease inhibition | Potency, µM (titrated, usually from 65.8 µM), for inactives: at the top dose activity change, negative = inhibition, usual class: inhibitors | 0.35% of 350,000 active | recombinant APE1, TAMRA/BHQ-2 abasic DNA cleavage fluorescence | P27695;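 note: potency is the fitted concentration of half-maximal effect; plate controls were vehicle for no effect and reference inhibitor for full effect; nearly all actives have a fitted effect of over 55% in size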
Target sequence (P27695 whole entry, looked up): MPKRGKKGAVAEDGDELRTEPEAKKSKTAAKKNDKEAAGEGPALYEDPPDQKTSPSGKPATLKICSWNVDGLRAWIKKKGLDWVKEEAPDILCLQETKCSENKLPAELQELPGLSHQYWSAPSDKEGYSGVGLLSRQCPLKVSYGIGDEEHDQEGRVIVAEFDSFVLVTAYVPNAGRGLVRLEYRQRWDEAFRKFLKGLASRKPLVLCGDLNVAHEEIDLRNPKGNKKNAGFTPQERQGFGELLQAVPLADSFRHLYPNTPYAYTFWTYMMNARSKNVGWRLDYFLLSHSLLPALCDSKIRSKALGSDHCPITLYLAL
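0.75 nM APE1 + cpd, 15 min RT; start w/ 50 nM TAMRA/BHQ-2 THF-abasic dsDNA; kinetic fluor 525/598 nm ×3 reads @60 s; Δ(read3−read1); normalized to DMSO and NSC13755 control wells.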
LDHA block – inhibitors of human lactate dehydrogenase A; AID 1347041; P00338; activity change, % (values are at about 110 or 230 µM); 0.15% of 480,000 active; purified LDHA, NADH/diaphorase-resazurin fluorescence; stronger effect = lower value; in the data active = activity change below about -30%; inconclusive = mostly about -25% to -30%;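 note: plate controls were DMSO wells for no effect and wells without enzyme for full effect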
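Enzyme activity of human lactate dehydrogenase 5 (2 nM; 0.06 mM NADH, 0.2 mM pyruvate, 5 min, RT) is measured via a resazurin/diaphorase fluorescence readout of residual NADH.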
BLM helicase inh – inhibitors of human Bloom syndrome helicase BLM; 0.2% of 350,000 active; Potency, µM (series often up to 56.1 µM), for the others: top-dose activity change, negative = inhibition, actives largely listed as inhibitors; recombinant BLM DNA unwinding, fluorescence dequenching;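 note: potency is the fitted concentration of half-maximal effect; plate controls were vehicle for no effect and no enzyme for full effect; nearly all actives have a fitted effect of over 35% in size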
Active calls of the source: *; ? = inconclusive; / = not tested or not shown; & = joins results of further samples; [ ] = dose if it differs, or a comment. Unless noted, calls come from the whole dose curve; as a rule, active = well fitted curve in the direction sought with a large enough effect; inconclusive = small, poorly fitted or top-dose-only effect, or another doubt; inactive = no such curve, though single readings can be large; an effect the other way counts as inactive or inconclusive. These rows are one share of the data; rates above refer to the full screens.

SMILES	Pol eta inh	Anesthetic bind	Glioma ERSR ind	POLI inh	Pol beta inh	POLK inh	APEX1 inh	LDHA block	BLM helicase inh
Cc1cc(OC(=O)N2CCCCC2)cc(C)c1Cl	3%	?	1%	19%	16%	-5%	-5%	-3	4%
Cc1cc(Cl)ccc1NC(=S)NCc1ccco1	-19%	-13%	-2%	13%	-13%[57.1 µM]	-4%	-1%	2	-1%
CCOC(=O)c1c(NC(=O)Cc2coc3cc(C)cc(C)c23)sc2c1CCC2	-10%	7%	-7%	-16%	2%	-9%	/	-6	1%
CC(=O)c1ccc(NC(=O)c2cc(C)nc3c2c(C)nn3-c2ccc(C)cc2)cc1	-7%	71%[activator]	-2%	15%	-14%	-7%	/	-6	-1%
O=c1cc(-c2cccc(F)c2)[nH]c2cc(F)ccc12	/	4%[163 µM]	-5%	/	/	-9%	-9%[120 µM]	/	-2%[120 µM]
Cc1cc(Nc2ncc(Cl)cc2Cl)n(-c2ccccn2)n1	-22%	-2%	-4%	-8%	9%	-7%	1%	-4	0%
O=C1C=C(NCc2ccco2)CC(c2ccc(Cl)cc2)C1 (stereo unspecified)	-8%	2%	-5%	7%	0%	-1%	-4%	-3	0%
O=C(Nc1ccc(-n2cnnn2)cc1)c1cc(S(=O)(=O)N2CCCC2)ccc1Cl	-17%	/	-5%	21%	/	-17%	1%	-4	/
COc1ccc(OCCC(=O)N2CCOCC2)cc1	-16%	-3%	2%	76%[activator]	29%	2%	25%	-1	-20%
O=C(c1ccc(CNS(=O)(=O)c2ccc(Br)cc2)cc1)N1CCCCC1	-14%	-19%	-6%	11%	-1%	8%	55%[activator]	1	-3%
COC(=O)CSc1[nH]c2ccc(Br)cc2c1[N+](=O)[O-]	-4%	-1%	-4%	20%	-21%	1%	7%	4	3%
Cc1ccn2cc(C(=O)NC3CCN(Cc4ccccc4)CC3)nc2c1	-7%	-8%	1%	13%	40%	0%	-2%	-4	0%
COc1ccccc1OCC(=O)NCCS(=O)(=O)N1CCN(c2ccccc2)CC1	-22%	/	-5%	3%	/	-13%	-6%	2	/
O=S(=O)(c1ccccc1)C1CON(Cc2ccccc2)C1c1ccccc1 (stereo unspecified)	-19%	110%[activator]	-4%	54%[activator]	-1%	3%	-3%	-4	-6%
O=C1CCCN1CCCNS(=O)(=O)c1ccc(F)cc1F	-4%	-2%	-3%	61%[activator]	-14%	9%	-2%	-4	-1%
N#Cc1ccc2nc3c(nc2c1)CCCC3	-19%	-3%	-3%	59%[activator]	-27%	-4%	-8%	17	-10%
C=CCN(CC=C)Cc1ccc(C(=O)OC)o1	-14%	-7%	-3%	2%	13%	4%	-12%	-3	1%
CCCOc1ccc(C=Nc2ccc(OC)c(S(=O)(=O)N3CCOCC3)c2)c(O)c1	3%	/	8%	17%	/	-20%	45%[activator]	4	/
CCOC(=O)c1cc(-c2csc(Nc3c(C)cc(C)cc3C)n2)on1	-19%	-18%	-12%	94%[activator]	-19%	1%	-3%	4	-8%
COCCNC(=O)C(c1cccs1)N(C(=O)Cn1nnc2ccccc21)c1ccc(OC)cc1 (stereo unspecified)	4%	-5%	-3%	4%	-24%	-11%	2%	-1	6%
COc1ccc(CCN2C(=S)N(C)C(=O)C2CC(=O)Nc2ccc(F)cc2)cc1 (stereo unspecified)	-18%	-13%	-1%	?	0%	-11%	-6%	-9	-20%
COc1ccc(NC(=O)CNC(=O)c2nn(-c3ccc(OC)c(OC)c3)c(=O)c3ccccc23)c(OC)c1	0%	4%	-4%	3%	31%	-10%	6%	-3	-2%
CC(=N[C@@H]1CCCC[C@H]1N=C(C)c1ccccc1O)c1ccccc1O	-1%	-3%	-4%	10%	12%	-5%	3%	1	0%
Cn1c(SCC(=O)Nc2ccc(NC(=O)c3ccccc3F)cc2)nnc1-c1ccncc1	-6%	12%	5%	76%[activator]	-22%	4%	70%[activator]	-2	-12%

3 entries already listed, ordered by length of the SMILES, descending:
SMILES	Pol eta inh	Anesthetic bind	Glioma ERSR ind	POLI inh	Pol beta inh	POLK inh	APEX1 inh	LDHA block	BLM helicase inh
COc1ccc(NC(=O)CNC(=O)c2nn(-c3ccc(OC)c(OC)c3)c(=O)c3ccccc23)c(OC)c1	0%	4%	-4%	3%	31%	-10%	6%	-3	-2%
CCCOc1ccc(C=Nc2ccc(OC)c(S(=O)(=O)N3CCOCC3)c2)c(O)c1	3%	/	8%	17%	/	-20%	45%[activator]	4	/
CC(=N[C@@H]1CCCC[C@H]1N=C(C)c1ccccc1O)c1ccccc1O	-1%	-3%	-4%	10%	12%	-5%	3%	1	0%

Continuation:
SMILES	Pol eta inh	Anesthetic bind	Glioma ERSR ind	POLI inh	Pol beta inh	POLK inh	APEX1 inh	LDHA block	BLM helicase inh
COC(C[C@@H]1O[C@@H]1[C@H](O)[C@H](C)OCc1ccccc1)OC	-7%	-6%	-2%	-21%	-10%	-3%	-4%	-11	0%
Cc1ccc(C(C(=O)NC2CCCCC2)N(CCCN2CCOCC2)C(=O)c2snc(C(N)=O)c2N)cc1 (stereo unspecified)	-15%	0%	-5%	86%[activator]	-2%	10%	55%[activator]	-8	-2%
C=CCn1cc(C(=O)NCc2ccco2)c(=O)c2cc(S(=O)(=O)N3CCCCCC3)ccc21	-19%	?	0%	9%	23%	-7%	?	0	-14%
Cc1ccc(Cl)cc1-c1ccc(C=Nc2ccc(N3CCOCC3)cc2)o1	-8%	-12%	0%	0%	-25%	-14%	1%	20	-5%
O=C1CCN(CCCc2ccccc2)CCN1CCO	-2%	-9%	-4%	-21%	9%	12%	19%	-6	-2%
CCc1nnc(NC(=O)c2cc(S(=O)(=O)N3CCCCC3)ccc2C)s1	-19%	/	-4%	63%[activator]	/	-14%	-3%	-2	/
COc1cccc(/C=N/n2c(-c3cccs3)n[nH]c2=S)c1	-19%	-18%	-5%	18%	?	3%	5%	0	-1%
CCC/C(=N/NC(=O)c1cccc(Cl)c1)c1ccccc1	-20%	-14%	2%	17%	32%	-11%	6%	0	7%
O=C(CNC(=O)c1cccs1)NCCN1CCN(Cc2ccccc2)CC1	2%	-5%	-3%	-3%	29%	-9%	-11%	-17	1%
COCCCn1c(SCc2nc3ccccc3c(=O)[nH]2)nc2ccccc2c1=O	?	-13%	1%	14%	2%	-1%	-4%	3	-4%
Cc1ccc(S(=O)(=O)N2CCOCC2)cc1C(=O)OCC(=O)c1ccc(Br)cc1	-4%	/	-4%	?	/	-24%	-23%	-8	/
CCN(CC(=O)NC(=O)NC1CCCCC1)Cc1nc2ccccc2c(=O)[nH]1	-4%	?	2%	1%	10%	-9%	12%	-3	-14%
NC(=O)NC(=O)COC(=O)c1ccc(OC(F)(F)F)cc1	0%	-3%	-4%	3%	31%	-6%	0%	-4	1%
COc1cccc(/C=N/n2c(-c3ccco3)nc3ccccc3c2=O)c1OC	?	-4%	0%	17%	0%	-2%	1%	-6	-3%
CCOC(=O)c1c(S(=O)(=O)N2CCCC(C(=O)Nc3cccc(CC)c3)C2)c(C)n(CC)c1C (stereo unspecified)	3%	0%	-1%	18%	-19%	-11%[60.1 µM]	/	-2	-7%
COc1ccc(CN(C)C(=O)CNC(=O)c2sc3ccccc3c2Cl)c(OC)c1OC	-23%	/	-1%	-1%	/	-23%	/	-4	/
CCOC(=O)N1CCN(C(=O)CN(Cc2ccc(Cl)cc2)S(=O)(=O)c2ccc(C)cc2)CC1	-9%	-4%	-4%	24%	0%	-7%	-1%	1	-3%
COc1ccccc1N(Cc1cc(=O)[nH]c2ccccc12)C(=O)c1ccc([N+](=O)[O-])cc1	-24%	11%	-1%	47%[activator]	7%	7%	?	0	-5%
CCc1ccc(NC(=O)c2sc(-n3nc(C)c(Cc4ccc(OC)cc4)c3C)nc2C)cc1	-17%	18%	-3%	3%	0%	-4%	/	-8	-6%
O=C(c1cc(COc2cccc(C(F)(F)F)c2)on1)N1CCc2ccccc2C1	-19%	/	-3%	20%	/	-16%	/	-4	/
COc1cc(C(=O)NCC(=O)N/N=C(/C)c2ccc3c(c2)CCCC3)cc(OC)c1OC	-17%	-11%	-4%	9%	-2%	-8%	-8%	-2	-8%
CCN(CC)CCN1C(=O)C(=O)/C(=C(/O)c2ccc(Cl)cc2)C1c1ccncc1 (stereo unspecified)	-9%	2%	-5%	?	14%	-4%	5%	-4	0%
N#C/C(=C\c1cn(Cc2cccc(F)c2)c2ccccc12)C(=O)NCc1ccco1	-12%	3%	-1%	4%	-4%	-7%	-2%	-2	0%
Cn1c(N)c(C(=O)CCl)c(=O)n(C)c1=O	-7%	6%	-4%	30%[activator]	2%	15%	-7%	0	2%
COc1ccccc1C(=O)OCC(=O)N1CCC(Cc2ccccc2)CC1	-11%	/	7%	24%	/	-14%	-4%	-2	/
CN1/C(=C\C(=O)COC(=O)c2ccco2)C(C)(C)c2ccccc21	-15%	7%	-4%	25%	-19%	4%	-3%	1	-4%
COc1ccc(NS(=O)(=O)c2ccc(C)c(C(=O)N(C)Cc3ccc(C)cc3)c2)cc1	-2%	/	-2%	4%	/	-3%	-11%	2&0	/
O=C(CN(c1cc(C(F)(F)F)ccc1Cl)S(=O)(=O)c1ccccc1)NCCc1ccccc1	-27%	105%[activator]	0%	22%	0%	12%	/	0	-12%
Cc1ccc(CN2CC(C(=O)NNC(=O)Cn3ccc(C(F)(F)F)n3)CC2=O)cc1 (stereo unspecified)	-7%	/	-2%	17%	/	-8%	13%	-1	/
Nn1c(COc2ccc(Cl)cc2)n[nH]c1=S	-16%	-4%	-1%	-3%	20%	-16%	11%	-2	-1%
Cc1cc(NC(=O)c2ccc(C#N)cc2)n(-c2ccccc2)n1	-6%	/	-5%	-5%	/	-8%	13%	-17	/
CCN(CC)C(=S)SCC(=O)Nc1cccc(C(F)(F)F)c1	-25%	/	-2%	40%[activator]	/	-6%	/	-6	/
N#CCCN(C(=O)CSc1nc2nc(-c3cccs3)cc(C(F)(F)F)c2c(=O)[nH]1)c1ccccc1	1%	0%	-1%	-18%	?	-14%	0%	-12	-5%
O=C(Nc1ccccc1N1CCOCC1)c1ccc2c(c1)C(=O)N(Cc1ccncc1)C2=O	14%	?	-6%	27%	19%	-30%	0%	4	-6%
CC(=O)N1CC(C)Sc2ccc(S(=O)(=O)NCCc3ccc(C)cc3)cc21 (stereo unspecified)	-17%	-11%	-1%	1%	76%	-21%	-9%	-5	-2%
